PAX8 inh HTS = lowers PAX8-driven luciferase in RMG-I cells. RMG-I TPO-luciferase reporter, SteadyGlo, 24 h. inhibition, % at 12.6 µM. 360,000 compounds, 1.2% hits. AID 652154;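 active = mean replicate inhibition at least 60% with every replicate also reaching 60%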;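 note: luciferase light reporting Pax8 driven TPO promoter activity; plate controls were median of neutral control wells for no effect and mitoxantrone controls for full effect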
ARNT-TACC3 inh = ARNT/TACC3 interaction disruption. AlphaScreen His-ARNT PAS-B/GST-TACC3 binding, luminescence; TACC3 fragment carries E629A point mutation. inhibition, % at 9.99 µM. 390,000 compounds, 0.66% hits. AID 623870;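 active = mean inhibition of replicates at least 50% and at least half of replicates each reaching 50%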;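 note: 0% = complete ARNT plus TACC3 wells and 100% = ARNT alone without TACC3; many hits fall short of the cut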
Starred values were filed as active, the others as inactive.

Preview, five compounds:
SMILES | PAX8 inh HTS | ARNT-TACC3 inh
Cc1ccc(/C=N/NC(=S)NC(C)C)o1 | -24 | 5
COc1ccc(Nc2cccccc2=O)cc1 | -43 | 16
O=C(C1CC1)N1CCc2cc(Br)cc(S(=O)(=O)NCc3ccccn3)c21 | -8 | 52*
CCN(CC)C(=O)c1ccc(COc2ccccc2Cl)cc1 | -58 | 23
Cc1c(NS(=O)(=O)c2cccc(C(=O)NCc3ccc(Cl)cc3)c2)c(=O)n(-c2ccccc2)n1C | 7 | -4

The whole of this part, from the start:
SMILES | PAX8 inh HTS | ARNT-TACC3 inh
Cc1ccc(/C=N/NC(=S)NC(C)C)o1 | -24 | 5
COc1ccc(Nc2cccccc2=O)cc1 | -43 | 16
O=C(C1CC1)N1CCc2cc(Br)cc(S(=O)(=O)NCc3ccccn3)c21 | -8 | 52*
CCN(CC)C(=O)c1ccc(COc2ccccc2Cl)cc1 | -58 | 23
Cc1c(NS(=O)(=O)c2cccc(C(=O)NCc3ccc(Cl)cc3)c2)c(=O)n(-c2ccccc2)n1C | 7 | -4
CCOC(=O)C1CCCN(C(=O)CCC(=O)Nc2ccc3nc(N4CCOCC4)cc(C)c3c2)C1 (stereo not drawn) | -10 | -1
CC(C)CCn1c(N2CCN(c3cccc(Cl)c3)CC2)nc2c1c(=O)[nH]c(=O)n2C | -8 | -1
CC(C)Oc1cccc(-c2nnc(SCC(=O)Nc3ccc4c(c3)OCCO4)n2N)c1 | -8 | 5
Cc1ccc(O)c(-c2cc(C(=O)NCc3ccncc3)[nH]n2)c1 | -26 | 10
CCCCC(NC(=O)c1ccccc1)C(=O)OCC(=O)N1c2ccccc2Sc2ccccc21 (stereo not drawn) | 14 | -1
O=C(Nc1ccc(CCC(=O)N2CCCC2)cc1)c1ncn[nH]1 | -15 | 26
COC(=O)CSc1nnc(-c2ccccc2OC)n1-c1ccc(C)cc1 | 5 | -6
COC(=O)COc1cc(Br)c(/C=C2/SC(=O)N(CC(=O)N3CCCC3)C2=O)cc1OC | 3 | 9
Cc1c(NC(=O)C(C)N2CC(C)OC(C)C2)c(=O)n(-c2ccccc2)n1C (stereo not drawn) | -20 | -1
O=C1CSC(c2ccccc2F)N1c1cc(Cl)ccc1O (stereo not drawn) | 20 | -7
Cc1ccc(C)c(NC(=O)Cn2nnc(C(=O)Nc3c(C)cccc3C)c2N)c1 | 11 | -5
COC(=O)c1cc(COC(=O)c2cccnc2SC)oc1C | 7 | -1
CCOc1ccc(N(CC(=O)NCc2ccccc2OC)S(C)(=O)=O)cc1 | -11 | -12
CC(=O)Nc1ccc(NC(=O)c2ccccc2F)cc1 | -38 | -10
Nc1nonc1/C(=N/O)N1CCN(CCO)CC1 | 8 | 1
O=c1/c(=C/c2ccccn2)sc2n1CN(c1ccccc1)CN=2 | 17 | 8
COc1cccc(/C(O)=C2/C(=O)C(=O)N(Cc3cccnc3)C2c2ccco2)c1 (stereo not drawn) | -9 | 3
Cc1ccc2oc(=O)n(Cc3ccccc3OC(C)C)c2c1 | 2 | 1
O=C(c1ccncc1)N(Cc1ccccc1)Cc1nc2ccccc2c(=O)[nH]1 | 5 | 11
CCCNC(=O)NCCc1ccncc1 | 5 | 7

The list continues.
SMILES | PAX8 inh HTS | ARNT-TACC3 inh
COC(=O)C(NC(=O)c1ccccc1)(Nc1cc(C)cc(C)n1)C(F)(F)F (stereo not drawn) | -9 | 2
O=C1CN(C(=O)c2cnccn2)c2ccccc2N1 | 13 | -11
CCCCC(=O)NC(Nc1nc(C2CC2)cs1)(C(=O)OCC)C(F)(F)F (stereo not drawn) | -8 | 26
CCC(CC)C(=O)Nc1cccc(C(=O)c2ccccc2)c1 | -10 | -6
COCCCN1C(=O)c2[nH]nc(-c3ccccc3O)c2C1c1ccc(Cl)cc1 (stereo not drawn) | 21 | -7
Cc1ccc(O)c(N=CC2=C(O)c3ccccc3C2=O)c1 | -92 | 18
CCNC(=O)C(Sc1ccccc1)c1ccccc1 (stereo not drawn) | -10 | 29
C[C@@]12CC(=O)NC1N(C(=O)c1ccccc1)C(c1ccccc1OC(=O)c1ccccc1)C2 (stereo partly drawn) | 13 | 32
OCCn1c(SC2CCCCC2)nc2ccccc21 | 6 | -2
O=C(c1ccco1)n1nc(-c2ccccc2)nc1SCc1ccccc1 | -172 | -3
CCCCOc1ccc(C(=O)NCC2(c3ccccc3)CCOCC2)cc1 | 7 | 13
COC(=O)C1C(=O)C2=C(CC1C)NC(C)=C(C(=O)OC1CCCC1)C2c1ccc(N(C)C)cc1 (stereo not drawn) | 3 | 43
COc1ccc(CN(CCN(C)C)Cc2ccccc2)c(OC)c1 | 9 | -2
O=C(CC1NCCNC1=O)Nc1ccc2c(c1)OCO2 (stereo not drawn) | 4 | -2
O=C(NC1CCCCC1)c1ccccc1NC(=O)C1CC(=O)N(c2ccc(Cl)cc2)C1 (stereo not drawn) | 3 | -6
COc1cccc(NC(=O)[C@@H]2CCCN2C(=O)C2CCN(S(=O)(=O)c3ccc(C)cc3)CC2)c1 | 13 | -4
Cn1c(SCC(=O)c2ccccc2)nnc1-c1ccc(O)cc1 | -50 | 2
O=C(NC1CCCCCC1)c1cccc(COCC(F)(F)F)c1 | -50 | -9
O=C(Nc1cccc(C(=O)N2CCOCC2)c1)c1ccccc1 | 1 | -3
CCCOc1ccc(C2C(C(=O)c3ccco3)=C(O)C(=O)N2CCCn2ccnc2)cc1 (stereo not drawn) | -17 | 4
O=C(c1ccco1)N1CCN(c2ccc(Cl)cc2)CC1 | -182 | -6
O=C(CN1CCCC1)Nc1ccc(Oc2ccc(NC(=O)CN3CCCC3)cc2)cc1 | 5 | 4
Fc1ccc(-c2nnc(CSc3nnc(-c4ccc5c(c4)OCO5)o3)o2)cc1 | 2 | -7
CCCC(=O)Nc1ccc(C#Cc2ccccc2)cc1 | -233 | 2
CC(C)c1ccc(CN2CCC(C(=O)NCc3cccnc3)CC2)cc1 | 0 | 10

More records
SMILES | PAX8 inh HTS | ARNT-TACC3 inh
Cc1ccc(N2C(=O)c3ccc(C(=O)N4CCOCC4)cc3C2=O)cc1C | -3 | 0
Cc1cccn2c(=O)c3cc(C#N)c(=O)n(-c4c(C)n(C)n(-c5ccccc5)c4=O)c3nc12 | 18 | 1
CCC(=O)N1c2ccc(S(=O)(=O)CCC(=O)NCc3cccs3)cc2CC1C (stereo not drawn) | 20 | 1
COc1ccc(CN(C(=O)c2ccccc2OC)C2CCS(=O)(=O)C2)cc1 (stereo not drawn) | 6 | 0
CC(CNC(=O)c1ccc(-c2ccccc2)cc1)CN(C)C (stereo not drawn) | -3 | -2
CCN(CC)S(=O)(=O)c1cccc(-c2nnc(SCCCC(=O)c3ccccc3)o2)c1 | 19 | -6
Cc1nn(-c2ccccc2)c2nc(-c3ccncc3)cc(C(=O)NCc3ccco3)c12 | 16 | -5
COc1ccc(-c2n[nH]c(C)c2-c2cnn(-c3ccccc3)c2)c(O)c1 | -6 | 3
O=C1CC(N(O)C2CC(=O)N(Cc3ccccc3)C2=O)C(=O)N1Cc1ccccc1 (stereo not drawn) | 0 | -3
COCC(=O)NCc1ccc2c(c1)OCO2 | 3 | -5
COc1ccc(OC)c(NC(=O)NCc2ccc(F)cc2)c1 | -8 | 3
O=C1CCCN1CCCN1C(=O)N[C@@H](Cc2ccccc2)C1=O | 17 | -8
CON/C=C(\C=Nc1ccccc1)c1ncc(C(F)(F)F)cc1Cl | 10 | 8
CCOC(=O)C(CC)(CC)/C(C)=N/NC(=O)CC#N | 2 | 21
O=C(CSc1nnc(-c2ccccn2)n1Cc1ccco1)c1ccc(Cl)cc1 | 17 | 20
CCN1CCCC1CNC(=O)Cn1cnc2ccc(S(=O)(=O)N3CCC(C)CC3)cc2c1=O (stereo not drawn) | -6 | 23
C=CCN1C(=O)C2C(C(=O)NCc3ccccc3)C3(C)C=CC2(O3)C1C(=O)NC(C)(C)C (stereo not drawn) | 6 | -13
CCOC(=O)c1cnc(SC)nc1Oc1cccc(NS(=O)(=O)c2ccc(C)cc2)c1 | -26 | -6
N#CCCCSc1nnnn1-c1cccc(Cl)c1 | -2 | 1
CN1CC[n+]2cnc3ccccc3c21 | -4 | -12
CCC(NC(=O)OC(C)(C)C)C(=O)Oc1ccc2c3c(c(=O)oc2c1)CCC3 (stereo not drawn) | -14 | 11
Cc1ccc(C(=O)OCC(=O)Nc2ccc3c(c2)OCO3)cc1S(=O)(=O)N1CCOCC1 | 9 | 15
c1coc(Cn2nnnc2CN2CCN(C3CCCCC3)CC2)c1 | -11 | 21
CC(C)[C@H](NC(=O)c1ccccc1)C(=O)OCC(=O)c1ccc2c(c1)NC(=O)CO2 | -7 | 1
COCC(C)NS(=O)(=O)c1ccc(C)cc1 (stereo not drawn) | 5 | 15

Continuation:
SMILES | PAX8 inh HTS | ARNT-TACC3 inh
O=C(COc1ccc(Cl)cc1Cl)NC(=O)N1CCOCC1 | -36 | 10
O=C(N/N=C/c1cccnc1)C(O)(c1ccccc1)c1ccccc1 | 5 | 34
CC(C)NC(=O)COC(=O)c1ccc(O)cc1 | 1 | -3
CCOc1cc(C)c(Cl)cc1S(=O)(=O)n1cnc2ccccc21 | -4 | -6
CN(C)c1nc(OCCNC(=O)COc2ccccc2Cl)nc(N(C)C)n1 | -2 | 1
O=C(N1CCCCCC1)n1c(Cc2ccccc2)nc2ccccc21 | -4 | -6
Cc1nc2ccc(NC(=O)N3CCSCC3)cc2s1 | -56 | 3
CC(C)C(c1nnnn1C1CCCCC1)N1CCN(c2ncccn2)CC1 (stereo not drawn) | 5 | -3
COCCCNC(=O)c1cn(CC(C)C)c(=O)c2c1c1ccccc1n2C | 0 | -2
CC(=O)NC1CC2CCC(C1)N2Cc1ccc(C)cc1 (stereo not drawn) | 16 | -3
N#Cc1c(C(F)(F)F)cc(-c2ccccc2Cl)[nH]c1=O | 3 | -1
COc1ccc(NC(=O)c2cc3c(s2)CCC3)cc1S(=O)(=O)N1CCOCC1 | 32 | 4
O=C(CN1CCN(c2ccc(Cl)cc2)CC1)Nc1ccc(F)cc1 | 0 | 20
CC(C)NC(=O)c1ccccc1N(Cc1ccccc1)S(C)(=O)=O | -6 | -1
COc1cccc(C=Nc2cc(C)on2)c1O | 5 | -2
CCOC(=O)C(NCc1ccccc1OC)(NC(C)=O)C(F)(F)F (stereo not drawn) | -5 | -1
Cc1cccc(C)c1OCc1nnc(SCC(=O)Nc2nccs2)n1-c1ccccc1 | 2 | 0
COc1cccc(OC)c1C(=O)NNC(=O)c1cccc(COc2ccc3c(c2)CCC3)c1 | -20 | 0
CN(C)C(CNC(=O)C1CCCN(C(=O)c2ccc(Cl)cc2)C1)c1ccco1 (stereo not drawn) | -3 | -1
CCCOn1c(OCC(C)C)nc2ccccc2c1=O | -18 | -1
O=C(Nc1nc2ccccc2s1)C1CC(=O)N(c2ccc(F)cc2)C1 (stereo not drawn) | -2 | 0
O=C(OCC(=O)c1cccs1)c1ccccc1 | -46 | -3
Cn1cc(-c2nnnn2-c2cccc(C(F)(F)F)c2)c(C(F)(F)F)n1 | 0 | -4

Compound profiles (already shown):
Shown for `CN(C)c1nc(OCCNC(=O)COc2ccccc2Cl)nc(N(C)C)n1` = PAX8 inh HTS: -2; ARNT-TACC3 inh: 1
Shown for `CC(=O)NC1CC2CCC(C1)N2Cc1ccc(C)cc1` (stereo not drawn) = PAX8 inh HTS: 16; ARNT-TACC3 inh: -3
Shown for `COCCCNC(=O)c1cn(CC(C)C)c(=O)c2c1c1ccccc1n2C` = PAX8 inh HTS: 0; ARNT-TACC3 inh: -2

High-throughput results from PubChem BioAssay.

A portion of the library; count on the stated rates, not on these rows.
